Screening results deposited in PubChem BioAssay by Southern Research Specialized Biocontainment Screening Center.
H1N1 NS1A inhibition – H1N1 influenza NS1A inhibitors, functional cell based assay (AID 504329). NS1A functional cell-based assay, percent inhibition; higher % means a stronger effect. one-dose inhibition, % at 12.5 µM; IC50 in µM for titrated hits. 0.3% of 340,000 active; in the data active means a potency from the dose series; inconclusive means inhibition above about 27% without an active follow-up result; further: strong numbers were not always called active
VEEV TC-83 Vero – inhibitors of VEEV TC-83 cytopathic effect, confirmation, Vero cells (AID 588727); one-dose inhibition, % at 20 µM; IC50 in µM for titrated hits; Vero cells, VEEV TC-83 cytopathic effect inhibition; higher % means a stronger effect; 0.13% of 350,000 active; in the data active means a potency from the dose series; inconclusive means inhibition mostly from about 14% at the one dose, without a potency; inactive means the rest, 99 in 100 with inhibition below about 12%; further: strong numbers were not always called active
PhoP GFP inhibition – PhoP regulon inhibitors, Salmonella typhi PhoP promoter GFP reporter, confirmatory (AID 1850); Salmonella Typhi PhoP-promoter GFP reporter, fluorescence, 4 h; higher % means a stronger effect; 0.33% of 310,000 active; one-dose inhibition, % at 50 µM; IC50 in µM for titrated hits; in the data active means a potency from the dose series; inconclusive means inhibition mostly from about 25% at the one dose, without a potency; inactive means the rest, 99 in 100 with inhibition below about 19%;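 further: 0% = induced wells with vehicle and 100% = uninduced wells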
tuberculosis growth – growth inhibition of non-replicating M. tuberculosis (AID 488890) | Mycobacterium tuberculosis non-replicating, growth inhibition; higher % means a stronger effect | inhibition, % at 25 µM, or IC50 in µM where a hit was titrated | 0.39% of 320,000 active; in the data active means a potency from the dose series; inconclusive means inhibition mostly from about 82% at the one dose, without a potency; inactive means the rest, 99 in 100 with inhibition below about 76%;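 further: plate controls were DMSO cells for no effect and high antibiotic wells for full effect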
M. tuberculosis HTS – M. tuberculosis growth inhibition, HTS (AID 449762). M. tuberculosis H37Rv growth inhibition, 7H9 media; higher % means a stronger effect. one-dose inhibition, % at 25 µM; IC50 in µM for titrated hits. 0.59% of 330,000 active; in the data active means a potency from the dose series; inconclusive means inhibition above about 70% without an active follow-up result;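 further: bacterial growth assessed after seven days of incubation; strong numbers were not always called active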
VEEV TC-83 Vero 10K pilot screen – further read-out of VEEV TC-83 Vero, marked with its call; inhibition, %; measured here: 10K pilot screen inhibition
An asterisk follows results filed as active; i = inactive; ? = inconclusive; nt = no result given.

SMILES | H1N1 NS1A inhibition | VEEV TC-83 Vero | PhoP GFP inhibition | tuberculosis growth | M. tuberculosis HTS | others
CC(C)(C)C(=O)/C=c1\s/c(=C\c2ccc(-c3ccc([N+](=O)[O-])cc3)o2)c(=O)n1CC(=O)NC(N)=O | 6% | 8.5% | -11% | 31% | 67%
COc1ccc(C(=O)c2ccc(N3CCOCC3)cc2)c(OC)c1 | 5% | 3.6% | 11% | -4% | -6%
CN(C#N)c1nccc(-c2cccs2)n1 | -6% | 0.7% | 0% | nt | 9%
Cc1ccc(C2=NN(C(=O)CSc3nc(N)cc(N)n3)C(c3ccco3)C2)cc1 (stereo not drawn) | 8% | 1.0% | -7% | 33% | 4%
CSc1nnc(-c2cc(-c3ccc(C)cc3)nc3ccccc23)o1 | -4% | 1.1% | -6% | 6% | 2%
CCCCSc1nc(C)cc(SCC(=O)N/N=C/c2ccccc2)n1 | -9% | 1.4% | 5% | 30% | 0%
Cc1ccc(-c2cnc(C3CC3)o2)cc1S(=O)(=O)Nc1ccccc1 | 2% | 5.3% | 7% | -4% | 4%
CC(CNCc1ccc2c(c1)OCO2)NCc1ccc2c(c1)OCO2 (stereo not drawn) | 0% | i | 8% | -16% | 54%
S=C(NCc1ccco1)N1CCN(c2nc(-c3ccccc3)cs2)CC1 | 1% | 2.2% | -1% | -5% | -2%
ClC(/C=N/n1cnnc1)=C/c1ccccc1 | -1% | 4.9% | 2% | 20% | -1%
NC(=O)CSCc1nc2ccccc2s1 | -6% | 2.9% | -32% | -1% | -11%
N#Cc1c(NC(=O)CSc2nc(-c3ccco3)cc(C(F)(F)F)n2)sc2c1CCCC2 | -9% | 1.9% | 7% | 24% | 2%
COc1ccc(Cn2c(SCc3ccc(C)cc3)nc3cc(OC)c(OC)cc3c2=N)cc1Cl | 12% | i | 0% | ? | ?
Clc1ccccc1CSc1ncn(-c2ccccc2)n1 | -11% | i | 1% | 4% | 2%
CCOC(=O)c1ccc(CN(Cc2ccccc2)S(=O)(=O)c2cccc([N+](=O)[O-])c2)cc1 | -1% | i | -8% | -9% | 1%
CCc1ccccc1NC(=O)C1=CC(c2cccs2)=NS(=O)(=O)N1C | 8% | 10% | 2% | 31% | -2% | VEEV TC-83 Vero 10K pilot screen=2.9
Nn1c(SCC(=O)NC2CCCCC2)nnc1C1CC1 | 23% | i | -4% | 2% | 3%
COc1ccc(NC(=O)Nc2cc(NC(=O)Nc3ccc(OC)cc3)c(C)nc2C)cc1 | 3% | 1.3% | -1% | 5% | -5%
COc1ccc(OC)c(NC(=O)Cn2cnc3c(cnn3-c3ccccc3)c2=O)c1 | 5% | 0.6% | -12% | nt | -11%
COc1ccc(CNC(=S)N2CCN(Cc3ccccc3)CC2)cc1 | -3% | 1.1% | 1% | 7% | 11%
COc1ccccc1NC(=O)CNC(=O)Cn1c(C)cc2ccccc2c1=O | -20% | i | -11% | -10% | 10%
OC(CN1CCN(Cc2ccccc2)CC1)c1ccc(Br)cc1 (stereo not drawn) | 3% | i | 7% | 15% | 1%
S=C(Nc1ccc(Cl)cc1)NN1CCOCC1 | -6% | 0.2% | 0% | -5% | -2%
CCOC(=O)c1cc(NC(=O)CC(C)(C)CC(=O)O)ccc1N1CCCCC1 | -3% | 0.4% | 12% | -6% | -1%
Cc1ccc(S(=O)(=O)N2CC(O)CC2C(=O)Nc2ccc3c(c2)CCC3)cc1 (stereo not drawn) | 6% | i | 1% | 20% | 0%
C=CCOC(=O)CCCC(=O)NC1CCCCC1 | -14% | 0.4% | -16% | 24% | -3%
Cc1cc(C)cc(N(CCC(=O)O)S(=O)(=O)c2ccc3ccccc3c2)c1 | -10% | i | -5% | 20% | 1%
COC(=O)/C(=C/c1c[nH]c2ccccc12)NC(C)=O | 4% | 0.1% | -4% | -19% | -5%
COc1ccc(NS(=O)(=O)c2ccc(NC(=O)C3CCCO3)cc2)cc1 (stereo not drawn) | 21% | i | 8% | 1% | -10%
Cc1ccc(O)c(NC(=S)NC(=O)C(C)C)c1 | 13% | 0.2% | 14% | 51% | 2%

6 compounds picked at random from the list so far:
SMILES | H1N1 NS1A inhibition | VEEV TC-83 Vero | PhoP GFP inhibition | tuberculosis growth | M. tuberculosis HTS | others
S=C(Nc1ccc(Cl)cc1)NN1CCOCC1 | -6% | 0.2% | 0% | -5% | -2%
OC(CN1CCN(Cc2ccccc2)CC1)c1ccc(Br)cc1 (stereo not drawn) | 3% | i | 7% | 15% | 1%
Cc1ccc(O)c(NC(=S)NC(=O)C(C)C)c1 | 13% | 0.2% | 14% | 51% | 2%
Nn1c(SCC(=O)NC2CCCCC2)nnc1C1CC1 | 23% | i | -4% | 2% | 3%
COc1ccc(NS(=O)(=O)c2ccc(NC(=O)C3CCCO3)cc2)cc1 (stereo not drawn) | 21% | i | 8% | 1% | -10%
COc1ccccc1NC(=O)CNC(=O)Cn1c(C)cc2ccccc2c1=O | -20% | i | -11% | -10% | 10%

Continuation:
SMILES | H1N1 NS1A inhibition | VEEV TC-83 Vero | PhoP GFP inhibition | tuberculosis growth | M. tuberculosis HTS | others
Cc1ccc(S(=O)(=O)N2CCCC2C(=O)OCc2ccccc2)cc1 (stereo not drawn) | 1% | 0.8% | 1% | 47% | -3%
O=C(O)c1cncc(Br)c1 | 5% | i | -1% | -12% | -8%
C=CCN1C(=O)CSC1=Nc1cccc(O)c1 | 2% | i | 0% | 8% | -17% | VEEV TC-83 Vero 10K pilot screen=0.4
O=C(O)c1ccccc1N(Cc1ccccc1)C(=O)COc1ccccc1 | -6% | 1.6% | 2% | 15% | -17%
CN(C(=O)c1ccc2c(c1)CCN2S(C)(=O)=O)c1ccccc1 | 1% | 0.2% | 2% | -13% | -4%
O=C(NCc1cccnc1)/C(=C/c1ccco1)NC(=O)c1ccccc1 | 7% | 0.0% | -3% | 12% | -2%
Cc1nc2sc(C(c3ccc(C(C)C)cc3)N3CCN(CCO)CC3)c(O)n2n1 (stereo not drawn) | 6% | 0.9% | -1% | 29% | -2%
C=CCc1ccc(OCCCCN2CCC(C)CC2)c(OC)c1 | 16% | i | -18% | 37% | 2%
CCOc1ccc(NC(=O)C[n+]2ccccc2)cc1 | -12% | 1.6% | -3% | -13% | -10%
COc1ccc(/C=C/C(=O)NC(=S)NNC(=O)c2cccs2)cc1 | -6% | 6.0% | -9% | 67% | 10%
O=c1c(-c2ccc(Cl)cc2)coc2c(CN3CCOCC3)c(O)ccc12 | -29% | i | -4% | 37% | 13%
CSCC[C@H](NS(=O)(=O)c1ccc(C(C)=O)cc1)c1nnc2ccccn12 | -4% | 1.9% | 1% | 1% | -1%
COc1ccc(-n2c(=O)c(NC(=O)c3ccccc3)c3n(c2=S)CCCCC3)cc1 | 8% | 0.9% | 16% | -3% | -2%
O=C(Cn1cnc2c(nnn2Cc2ccc(F)cc2)c1=O)NCc1ccccc1 | -15% | 0.3% | 8% | 19% | -1%
CN(C)c1ccc(C(=O)NCCCSc2ccccc2)cc1 | -5% | 1.1% | -2% | 8% | -2%
CC1N=C(c2ccccc2Cl)c2cc(Br)ccc2NC1=O (stereo not drawn) | -18% | 0.5% | 2% | -2% | 3%
CCNC(=O)C1(c2ccccc2)CCCC1 | -9% | 0.7% | -15% | -10% | -6%
COc1ccc(OC)c(-c2csc(NC(=O)c3ccc(F)cc3)n2)c1 | -3% | 6.1% | 0% | 60% | 13%
CC(C)C(=O)Nc1c(C(=O)N2CCN(c3ncccn3)CC2)oc2ccccc12 | 5% | 1.7% | -1% | -1% | 2%
CCOC(=O)N1C2C=C(C)[C@@H]2[C@@H]2CC(=O)N21 (stereo partly drawn) | 29% | i | -6% | -9% | -2%
O=C(Nc1ccc(Br)cc1)N1CCCCC1 | 9% | 1.1% | 26% | 41% | -8%
Cc1ccc(S(=O)(=O)NCCSCc2ccccc2)cc1 | -21% | 0.1% | -4% | 27% | 1%
O=C(Nc1ccc(Cc2ccncc2)cc1)c1cc(F)c(F)cc1Cl | -4% | 0.2% | 6% | 32% | 4%
O=C(CSc1nnc(-c2ccccc2)o1)N1CCN(c2ccccc2)CC1 | 23% | 1.3% | -5% | 30% | 0%
CCN(CC)S(=O)(=O)c1ccc(O)c(NC(=O)c2cc(-c3cc(OC)c(OC)c(OC)c3)nc3ccccc23)c1 | -1% | 11% | 9% | 4% | 8%
Cc1onc(C(=O)N2CCOCC2)c1[N+](=O)[O-] | 5% | 0.4% | -11% | -8% | -7%
COc1ccc(N2CCN(C(=O)CNC(=O)Cc3ccccc3)CC2)cc1 | -4% | 0.6% | 0% | -16% | 2%
CC1CCN(C(=O)COc2coc(CN3CCc4ccccc43)cc2=O)CC1 | 7% | 1.5% | 12% | 23% | -4%
O=C(O)/C=C/C(=O)NNc1ccc([N+](=O)[O-])cc1 | -8% | 1.5% | 4% | 70% | ?
O=C(COC(=O)c1cccc(S(=O)(=O)Nc2ccc(F)cc2)c1)NCCN1C(=O)CSC1=O | -5% | 2.1% | -1% | -9% | -1%
O=c1cc(C(F)(F)F)nc(SCc2cccnc2)[nH]1 | -11% | 0.6% | -3% | 51% | -10%
O=C1CSC(c2ccc(F)c(F)c2)N1c1ccccc1F (stereo not drawn) | -3% | 2.4% | 5% | -4% | 3%
CSc1ccccc1N1CCN(C(=O)Nc2ccc3c(c2)NC(=O)CO3)CC1 | 8% | 4.4% | -4% | 1% | -7%
Cn1cc(S(=O)(=O)N2CCN(Cc3ccccc3)CC2)c(=O)n(C)c1=O | -14% | i | -1% | -31% | -1% | VEEV TC-83 Vero 10K pilot screen=0.0
Cc1cc(C)c(NC(=O)CN2CCC(NC(=O)NC3CCCCC3)CC2)c(C)c1 | nt | nt | 6% | -6% | -7%
COc1cc(/C=N/NC(=O)COc2cc(C)cc(C)c2)ccc1OS(=O)(=O)c1ccc(C)cc1 | -1% | 11% | -2% | 34% | 11%
OC[C@H]1O[C@H](OC[C@H]2OC(O)[C@H](O)[C@@H](O)[C@@H]2O)[C@H](O)[C@@H](O)[C@@H]1O (stereo partly drawn) | 1% | i | -11% | 10% | 2%
CCOc1ccc(N(CC(=O)Nc2ccc(C)cc2)S(C)(=O)=O)cc1 | -4% | i | 3% | 31% | 2%
Cn1c(CC(=O)Nc2ccc(Cl)c(Cl)c2)nnc1SCC(=O)NCc1ccccc1 | 6% | i | 0% | 1% | 11%
CN1C(=O)[C@@H]2[C@@H]3C[C@@H]([C@H]4ON=C(c5ccccc5OCC#N)[C@@H]34)[C@@H]2C1=O | -17% | 1.2% | -22% | -7% | -2%
O=C1NCCCC1C(=O)NCCN1C(=O)CCC1=O (stereo not drawn) | -10% | 0.9% | -6% | -5% | 0%
CCOc1ccccc1C(=O)N[C@H](C(=O)OCc1cc([N+](=O)[O-])cc2c1OCOC2)C(C)C | 3% | 10.0% | -17% | -6% | 0%
Cc1ccc(/C=N/N2CCN(Cc3cccc4ccccc34)CC2)o1 | 9% | 1.5% | 7% | -4% | -1%
COc1ccc(Cc2nnc(NC(=O)C3CC(=O)N(c4ccc(OC)cc4)C3)s2)cc1 (stereo not drawn) | -3% | 0.2% | 5% | -1% | 16%
CCN(CC)S(=O)(=O)c1ccc(N2CCOCC2)c(NC(=O)C(=O)c2c(-c3ccccc3)cc3ccccn23)c1 | 13% | i | -18% | 14% | -7%
COc1ccc(CCNC(=O)c2cc(S(=O)(=O)N(C)C)ccc2N2CCCC2)cc1OC | -10% | 2.1% | 2% | 5% | 4%
NS(=O)(=O)c1ccc(-c2ccc(/C=C3\C(=O)Nc4cc(Cl)ccc43)o2)cc1 | -11% | 0.0% | nt | nt | nt
CN(CC(=O)Nc1ccccc1Br)C(=O)c1ccc2c(=O)n3c(nc2c1)CCC3 | -16% | 1.9% | nt | -15% | -5%
Cc1cc(C)cc(NC(=O)CSCc2nc3c(nnn3Cc3ccc(F)cc3)c(=O)[nH]2)c1 | 23% | 0.9% | -2% | 4% | 1%
O=[N+]([O-])c1ccc(NCCCO)c(C(F)(F)F)c1 | -2% | i | -3% | -11% | -6%
O=C1CCN(Cc2ccccc2)CCN1[C@H](CSc1ccccc1)Cc1ccccc1 | 3% | 1.1% | 11% | -9% | -10%
O=C1CSC(c2ccccc2F)N1CCN1CCCCC1 (stereo not drawn) | -7% | 1.1% | -7% | -4% | -7%
CN(Cc1ccc(F)cc1Cl)S(=O)(=O)c1cccs1 | 1% | i | -11% | 4% | 0%
COc1ccccc1Nc1ccc(C(=O)NCc2cccs2)cn1 | 3% | 0.7% | -4% | 10% | 20%
